Assay outcomes from PubChem BioAssay.
MC4R antagonist = MC4R antagonists of cAMP signaling, primary screen, cell-based, TR-FRET, antagonist arm of biased-ligand search. Melanocortin receptor 4 (Homo sapiens), P32245. MC4R-expressing cells, MTII-stimulated cAMP, LANCE TR-FRET. inhibition, % at 6.5 µM. actives 0.48% (n = 360,000);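 active = inhibition above its plate's cutoff, the mean of tested wells on that plate plus 3 SD, cut at about 29% in these data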;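 note: 0% = Melanotan II alone and 100% = Melanotan II plus saturating MCL0020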
Target sequence (P32245 whole entry, looked up): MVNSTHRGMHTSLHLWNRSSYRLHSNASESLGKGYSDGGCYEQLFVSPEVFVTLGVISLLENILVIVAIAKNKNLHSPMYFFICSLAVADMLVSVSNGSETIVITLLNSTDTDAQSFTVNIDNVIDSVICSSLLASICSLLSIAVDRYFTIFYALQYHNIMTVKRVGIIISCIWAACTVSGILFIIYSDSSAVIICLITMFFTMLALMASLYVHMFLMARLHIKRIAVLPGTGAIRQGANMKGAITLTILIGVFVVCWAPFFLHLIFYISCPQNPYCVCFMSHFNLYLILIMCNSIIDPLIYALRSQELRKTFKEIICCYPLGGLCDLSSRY
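Assay system: U2OS-MC4R stable cell line; Also added: Melanotan II; Technique: Eu-cAMP/anti-cAMP TR-FRET, emission 671 nm; Times: 30-min compound, 1-h challenge, 1-h detection, room temperature.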
HTR2A ag = mouse Htr2a agonists via beta-arrestin recruitment, primary screen, cell-based, luminescence. activation, % at 7.6 µM. CHO-K1 mHTR2A beta-arrestin complementation; percent of 30 µM serotonin response. actives 0.66% (n = 360,000). 5-hydroxytryptamine receptor 2A (Mus musculus), P35363;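 active = activation above a run cutoff, the mean activation of all tested compounds plus 3 SD, cut at about 14% in these data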;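 note: 0% = plate median of compound wells and 100% = 30 µM serotonin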
Target sequence (P35363 whole entry, looked up): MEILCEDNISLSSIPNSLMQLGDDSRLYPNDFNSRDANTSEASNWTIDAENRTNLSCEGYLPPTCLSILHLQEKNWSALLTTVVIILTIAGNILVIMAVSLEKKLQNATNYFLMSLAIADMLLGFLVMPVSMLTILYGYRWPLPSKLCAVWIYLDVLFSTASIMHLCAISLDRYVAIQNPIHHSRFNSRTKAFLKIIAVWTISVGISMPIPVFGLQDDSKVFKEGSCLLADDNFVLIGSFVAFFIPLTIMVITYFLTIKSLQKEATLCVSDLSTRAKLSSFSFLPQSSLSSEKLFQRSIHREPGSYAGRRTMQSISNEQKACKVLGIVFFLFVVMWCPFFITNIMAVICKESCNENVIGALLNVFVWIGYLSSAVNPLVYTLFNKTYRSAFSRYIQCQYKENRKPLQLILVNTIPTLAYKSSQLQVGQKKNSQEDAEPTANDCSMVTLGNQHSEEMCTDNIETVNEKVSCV
H9c2 protect = cardioprotection against H2O2-induced cell death, primary screen, uHTS, H9c2 cells, ATPLite luminescence | H9c2 cardiomyocytes, H2O2 injury protection, 2 h | actives 0.63% (n = 360,000) | protection from H2O2 cell death, % at 20 µM;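 active = compounds giving at least 50% protection of heart cells from peroxide-induced death in the single-dose screen, raw or plate-pattern-corrected value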;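 note: 0% = DMSO wells with peroxide and 100% = DMSO wells without peroxide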
ABHD5 PLIN5 PPI = ABHD5-PLIN5 interaction inhibitors, primary screen, cell lysate, split luciferase complementation, luminescence. Split G. princeps luciferase complementation, 4 h. inhibition, % at 4 µM. AID 602281, 2012. Perilipin-5 (Homo sapiens) + 1-acylglycerol-3-phosphate O-acyltransferase ABHD5 (Homo …. actives 0.78% (n = 360,000);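 active = inhibition above the mean inhibition across every tested compound plus 3 SD, cut at about 22% in these data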;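 note: 0% = DMSO only wells and the 100% control is not disclosed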
N-glyco inh = increase of ERlucT glycosylation luciferase signal, primary screen, N-linked glycosylation inhibitor project, D54 ERlucT cells, luminescence, set 2. D54 ERlucT glycosylation luciferase reporter, 24 h; percent of 100 nM tunicamycin response. actives 0.23% (n = 360,000). reporter increase, % at 12.5 µM;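 active = mean luciferase reporter signal, scaled so untreated is 0 and the glycosylation-blocking control 100, at or above a set limit in every replicate; inconclusive = mean reaches the limit but not every replicate does; inactive = mean below the limit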;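 note: luciferase carries N-glycosylation sites so blocking glycosylation raises the light; 0% = median of neutral control wells and 100% = median of 100 nM tunicamycin wells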
hiPSC survival = enhancers of single-cell hiPSC survival, primary screen, ATPlite luminescence | 100% = ROCK inhibitor wells, 0% = DMSO | survival enhancement, % at 20 µM | actives 0.044% (n = 360,000); in the data active = survival enhancement above about 18%;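 note: cells exposed to compounds for 16 hours before the ATP read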
MC4R barr agon = MC4R agonists recruiting beta-arrestin, primary screen, cell-based, luminescence, agonist arm of biased-ligand search. actives 0.98% (n = 360,000). AID 540308, 2011. activation, % at 8.9 µM. U2OS MC4R beta-arrestin complementation; percent of melanotan II response, DMSO zero. Melanocortin receptor 4 (Homo sapiens), P32245;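 active = activation above a per-plate cutoff, the mean activation of sample wells on that plate plus 3 SD, cut at about 8% in these data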
ABCB6 inh 2 = ABCB6 transporter inhibitors, primary screen, K562-ABCB6 cells, flow cytometry, MLPCN library; ATP-binding cassette sub-family B member 6 (Homo sapiens), Q9NP58; K562-ABCB6 porphyrin accumulation, 1 h; hits give low values; fluorescence ratio to DMSO, % at 10 µM; actives 0.19% (n = 360,000); AID 602162, 2011;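 active = fluorescence ratio to DMSO below 75%, the collection mean minus 3 SD; inconclusive = too few cells collected in the well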;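 note: signal is porphyrin accumulated inside mitochondria; 100% equals median channel fluorescence of DMSO control wells; lower ratio means ABCB6 inhibition with less porphyrin fluorescence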
Granule exo inh = LAMP-1 surface exposure blockers, TALL-104 cells – cell-based, flow cytometry, MLPCN library, primary screen; TALL-104 LAMP-1 surface exposure; cells stimulated with thapsigargin and PMA; actives 0.66% (n = 360,000); inhibition, % at 10 µM; AID 651702, 2012;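 active = inhibition above about 55%, limit read from the data; inconclusive = no clear call, values can overlap the other calls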
aDG glyco up = activators of alpha-DG glycosylation, primary screen, uHTS, Pro5-aDG cells, AlphaScreen. alpha-DG glycosylation AlphaScreen (IIH6); 0% Pro5, 100% B10-LARGE cell signal. activation, % at 10 µM. actives 0.22% (n = 360,000). AID 624168, 2012;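 active = activation of at least 8% versus controls, or a plate z-score of at least 8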;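 note: Pro5 are CHO cells carrying HIG-tagged alpha-DG that lacks glycosylation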
Numbers without * were called inactive; u = inconclusive; x = not tested or not shown.

SMILES	MC4R antagonist	HTR2A ag	H9c2 protect	ABHD5 PLIN5 PPI	N-glyco inh	hiPSC survival	MC4R barr agon	ABCB6 inh 2	Granule exo inh	aDG glyco up
O=C1CN(C(=O)COc2ccc(F)cc2Cl)c2ccccc2N1	26	-6	2	3	1	-0.4	0.4	100	0	0.1
O=C(Nc1cc(S(=O)(=O)N2CCCCC2)ccc1Cl)C1COc2ccccc2O1 (stereo not drawn)	16	6	-10	0	-7	-0.4	-3.1	93	-8	0.6
CCn1cc([N+](=O)[O-])c(C(=O)Nc2c(C)nn(Cc3c(F)c(F)c(F)c(F)c3F)c2C)n1	8	6	-3	5	-1	0.5	-0.5	103	-2	-0.1
Cc1nc(-c2ccccc2)sc1C(=O)Nc1ccc(S(N)(=O)=O)cc1	-3	-9	-12	6	-3	0.2	0.4	105	-6	0.2
CCOC(=O)c1[nH]cnc1C(=O)NCc1ccccc1	-2	-5	4	-3	2	-0.9	-1.2	96	-3	-0.3
Cc1c(NC(=O)Nc2ccccc2Cl)c(=O)n(-c2ccccc2)n1C	0	3	1	-5	1	3.2	-0.9	95	4	-0.2
Cc1ccc(S(=O)(=O)c2ccc(Cl)cc2)cc1S(=O)(=O)NC(C)C(=O)O (stereo not drawn)	2	-2	1	10	2	-1.4	2.0	107	8	-0.1
CCC1(C)Cc2c(sc3nc(NN)n(C)c(=O)c23)CO1 (stereo not drawn)	3	-4	51*	-4	-2	2.0	-0.1	101	0	-0.5
CCn1c(=O)c2cc(C(=O)NCCCOC)sc2c2ccccc21	-14	5	9	6	19	-0.1	0.3	101	40	0.0
CC(C)C(=O)NCCn1ccc2ccccc21	1	2	-8	15	-1	2.0	0.9	98	2	-0.1
CN(C)c1ccc(C(=S)N2CCCCCC2)cc1	5	1	-6	-18	3	-0.5	-0.5	101	-4	0.3
O=C(Nc1cc(S(=O)(=O)N2CCOCC2)ccc1N1CCOCC1)C1CCCO1 (stereo not drawn)	3	3	8	-4	2	0.7	2.4	94	-5	-0.3
CSCC[C@H](NC(=O)N1C[C@H]2C[C@@H](C1)c1cccc(=O)n1C2)C(=O)Nc1ccc(NC(C)=O)cc1	5	1	-2	3	0	-0.4	-1.3	95	-4	-0.1
CC(c1nnc(SCC(=O)N2CCc3ccccc32)n1-c1ccc(Cl)cc1)N(C)C (stereo not drawn)	-3	1	10	-3	-2	0.8	-1.1	94	3	0.0
O=C(COC(=O)c1cnc(Cl)c(Cl)c1)NC1CC1	12	8	-6	5	1	-1.4	-1.8	95	-2	0.0
CCc1cc2c(SCC(=O)Nc3ccc(NC(C)=O)cc3)ncnc2s1	9	4	-3	7	3	0.0	-3.4	97	-5	0.0
Cn1c(=O)cc(SCC(=O)NCC2COc3ccccc3O2)c2ccccc21 (stereo not drawn)	-3	-2	1	2	2	-1.1	2.3	98	6	0.0
COc1ccc(CN2CCC(n3nccc3NC(=O)C3CC3)CC2)cc1O	-2	3	-4	-1	1	0.3	-2.5	108	0	-0.3
CCOC(=O)CCc1c(C(=O)OCC)[nH]c(CC)c1C(=O)OCc1ccccc1	6	-6	29	-1	-4	-0.7	-2.3	93	15	0.2
CC1CCCCC1NC(=O)C1CCC(CNS(=O)(=O)c2ccc(F)cc2)CC1 (stereo not drawn)	8	-3	-2	-3	-2	0.0	-1.0	98	-20	0.0
CSc1ccccc1C(=O)N1CCOCC1	-5	-3	5	-4	1	-0.6	-0.1	109	-1	0.0
CCOC(=O)N1CCN(S(=O)(=O)c2ccc(C)c(C)c2C)CC1	-2	0	6	-15	-1	3.5	-1.5	101	3	0.3
CSC(=O)NC12CC3CC(CC(C)(C3)C1)C2	0	3	-5	4	15	2.3	4.1	94	3	0.0
C/C(=N\O)C1CC(CC(=O)O)C1(C)C (stereo not drawn)	5	-1	1	6	1	-0.4	-0.6	94	-2	0.4
CC1(C)CC(C)(O)P(=O)(c2ccccc2)O1 (stereo not drawn)	3	2	2	3	2	-2.1	1.2	92	1	0.0
CCN(CC)CCCN(Cc1cc2cc3c(cc2[nH]c1=O)OCO3)C(=S)NCCCOC	-4	-2	6	-5	-1	-0.5	1.3	103	1	0.1
Cc1ccc(Nc2ccccc2)cc1	6	-2	-18	-7	-1	-2.0	2.8	105	1	0.2
O=C(N1CCN(c2ccccc2)CC1)C(F)(F)C(F)F	9	0	-8	-7	0	1.0	-1.2	98	-4	0.3
CCN(CC)S(=O)(=O)c1cccc(C(=O)N[C@H](C(=O)O)C(C)C)c1	8	4	3	0	2	0.6	-0.6	108	-1	-0.2
COc1ccc([C@H]2CC(=O)C=C(c3ccc(C(=O)O)cc3)C2)cc1OC	11	0	8	2	1	4.7	1.6	104	-3	-0.2

4 compounds from above, ordered by their value in MC4R barr agon, rising:
mol,MC4R barr agon
O=C(N1CCN(c2ccccc2)CC1)C(F)(F)C(F)F,-1.2
CCN(CC)CCCN(Cc1cc2cc3c(cc2[nH]c1=O)OCO3)C(=S)NCCCOC,1.3
Cc1ccc(S(=O)(=O)c2ccc(Cl)cc2)cc1S(=O)(=O)NC(C)C(=O)O (stereo not drawn),2.0
Cn1c(=O)cc(SCC(=O)NCC2COc3ccccc3O2)c2ccccc21 (stereo not drawn),2.3

Carrying on:
SMILES	MC4R antagonist	HTR2A ag	H9c2 protect	ABHD5 PLIN5 PPI	N-glyco inh	hiPSC survival	MC4R barr agon	ABCB6 inh 2	Granule exo inh	aDG glyco up
CCN1CCN(c2c(C(=O)c3ccc(OC)cc3)cnc3ccccc23)CC1	17	-7	1	2	-1	-0.9	-0.3	101	5	0.1
CCCCNC(=O)C1CCCN1S(=O)(=O)c1cccc2nsnc12 (stereo not drawn)	14	-3	4	2	-2	1.1	1.8	100	-7	-0.1
O=C(NNC(=O)c1ccccc1Cl)c1ccco1	5	6	-4	3	0	-0.8	-1.1	97	-9	-0.1
O=C(c1cccc(O)c1)N1CCN(C(=O)C2CC2)CC1	2	-1	7	1	2	1.3	-0.9	95	3	-0.1
Cc1nn(C)c(N)c1-c1ccccc1	3	-1	2	0	-1	-0.7	-0.8	98	9	0.2
Cc1cnnc2c1-c1nonc1CC2	6	-4	18	-5	0	0.9	0.8	93	-6	0.1
Cc1ccc(NC(=O)N2CCCC2C(=O)NCc2ccccc2Cl)cc1 (stereo not drawn)	4	3	-1	-1	1	-0.7	-1.8	96	-1	0.0
COC(=O)CC1C(=O)NCCN1C(=O)CSc1nnc(Nc2ccc(C)cc2)s1 (stereo not drawn)	10	-6	-3	-5	1	-2.7	-0.9	85	-2	-0.2
O=C(COC(=O)Cc1ccc(F)cc1)NC(=O)c1ccccc1	7	6	20	1	3	0.3	-2.7	99	-2	0.0
COc1ccc(C(=O)Nc2c(-c3ccccc3)nc3ccccn23)c(OC)c1	26	3	8	3	-6	-0.7	0.5	95	-11	-0.1
COc1ccccc1N1CCN(C(=O)CSc2nnc3c4ccccc4n(CC(=O)O)c3n2)CC1	10	-3	7	-1	1	-1.1	-2.2	102	-4	-0.2
Cc1ccc(NC(=O)COC(=O)/C(=C/c2cccs2)c2cccs2)cc1S(=O)(=O)N(C)C	8	-3	-3	-1	-5	-1.0	-0.1	98	22	0.5
CC(C)CC(=O)Nc1ccc2nn(-c3ccccc3)nc2c1	15	-2	-8	2	-5	-1.6	2.4	94	1	0.3
COc1ccc(Cc2c(-c3ccc(C)cc3)nc3cc(C)c(Br)c(C)n23)c(C)c1	x	1	2	-5	-2	-1.1	x	101	-2	-0.3
O=C(Oc1ccc2[nH]cc(CCN3C(=O)c4ccccc4C3=O)c2c1)c1ccco1	2	0	25	-1	3	3.7	-1.1	86	2	0.3
Cc1cccc(C)c1N1C(=O)C(Cl)=C(N2CCCC2)C1=O	6	3	1	-3	0	0.9	0.4	99	-5	-0.1
O=C(Nc1nnc(SCC(=O)N2CCOCC2)s1)C1CC(=O)N(c2ccccc2)C1 (stereo not drawn)	-6	14	1	-1	2	0.4	-0.6	99	11	0.1
Cc1c(N(C)C(=O)COc2ccc3ccccc3c2)c(=O)n(-c2ccccc2)n1C	9	0	-2	-4	0	-0.6	-0.5	92	3	0.0
Cc1nc(C(F)(F)F)ccc1C(=O)N1CCCC(C(=O)O)CC1 (stereo not drawn)	13	4	3	-8	0	-2.5	1.0	103	-2	-0.3
COc1ccc(-c2nnc3ccc(SCc4ccccc4)nn23)cc1	-10	-4	16	10	9	-0.8	2.4	96	46	-0.1
COc1ccccc1-n1c(SCC(=O)N2CCCCC2)nc(O)c(Cc2ccccc2)c1=O	10	-2	3	-9	0	-0.6	-1.8	100	u	-0.3
COc1cc(CN2CCNC(=O)C2CC(=O)O)cc(OC)c1 (stereo not drawn)	2	12	7	-3	1	0.1	-0.6	104	-2	0.0
COc1cccc(C(=O)NNC(=O)CCC(=O)O)c1	5	3	6	3	0	-0.3	1.9	101	4	0.2
CCOC(=O)C(NC(=O)CC)(Nc1ccc(S(N)(=O)=O)cc1)C(F)(F)F (stereo not drawn)	8	4	9	2	3	-0.9	0.7	97	-2	-0.1
CC(CCc1ccccc1)NC(=O)C(=O)NCCO (stereo not drawn)	-1	1	-5	3	0	0.7	-0.2	102	1	0.0
CN1C(=O)N(C)C(c2ccccc2Cl)C2=C1CC(C)(C)CC2=O (stereo not drawn)	6	-1	6	-1	1	-0.5	-0.3	96	0	0.0
O=C(CN1CCCCC1)Nc1nc(-c2ccc(F)c(F)c2)cs1	11	-2	55*	-6	-3	0.8	0.5	99	33	-0.1
CCc1nnc(NC(=O)CSc2nnc(C(C)NC(=O)c3ccccc3F)n2C)s1 (stereo not drawn)	1	-2	0	-2	-1	1.1	-0.4	102	-6	-0.2
COc1cc([C@H]2OC[C@H]3[C@@H]2CO[C@@H]3c2ccc(O[C@H]3O[C@H](CO)[C@@H](O)[C@H](O)[C@H]3O)c(OC)c2)ccc1O[C@@H]1O[C@H](CO)[C@@H](O)[C@H](O)[C@H]1O	1	8	-2	3	1	-2.4	0.1	103	11	-0.1
O=C(CSc1nnc(-c2cccs2)n1-c1ccccc1)Nc1ccccc1	22	1	-15	0	-1	-2.3	11*	102	0	0.2
